PAFAH2 FP inh: PAFAH2 (human) inhibition | recombinant PAFAH2, FP-rhodamine activity probe, fluorescence polarization | Q99487 | inhibition, % at 3.39 µM | 340,000 compounds, 0.99% hits;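 active = inhibition above the mean over all tested compounds plus 3 SD, cut at about 30% in these data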;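 also: inhibitors block probe labeling of enzyme so polarization drops; 0% = enzyme with DMSO and 100% = wells lacking PAFAH2 protein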
GSTO1 inh: GSTO1 inhibition, counter-screen for RBBP9 inhibitors. inhibition, % at 5.96 µM. 300,000 compounds, 1.1% hits. recombinant GSTO1, activity-based probe fluorescence polarization;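 active = inhibition above the campaign mean inhibition plus 3 SD, cut at about 35% in these data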;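 also: 0% = GSTO1-1 with DMSO and 100% = wells lacking GSTO1-1 enzyme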
PME-1 primary: PME-1 (human) inhibition. 320,000 compounds, 0.53% hits. recombinant PME-1, FP-Rh probe fluorescence polarization. AID 2130. inhibition, % at 5.9 µM. Q9Y570;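 active = inhibition above the campaign mean of all compounds plus 3 SD, cut at about 26% in these data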;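 also: competitive labeling of PME-1 active site by serine hydrolase directed probe; 0% = PME-1 with DMSO and 100% = wells lacking PME-1 enzyme; inhibitors block probe labeling so polarization falls and inhibition rises; many of its hits are not listed in these tables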
PAFAH1B3 FP inh: blocks human PAF acetylhydrolase 1B catalytic subunit 3; Q15102; recombinant PAFAH1B3, FP-rhodamine probe, fluorescence polarization; inhibition, % at 3.39 µM; 340,000 compounds, 0.28% hits;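 active = inhibition above the screen-wide average of all tested compounds plus 3 SD, cut at about 25% in these data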;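 also: 0% = enzyme with DMSO only and 100% = wells lacking PAFAH1B3 protein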
LYPLA1 counter: LYPLA1 (human) inhibition in PME1 counter-screen. O75608. recombinant LYPLA1, FP-Rh probe fluorescence polarization. inhibition, % at 5.9 µM. 320,000 compounds, 0.16% hits;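 active = inhibition above the mean of all tested compounds plus 3 SD, set per campaign, cut at about 14% in these data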;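 also: inhibitors block serine hydrolase probe labeling of LYPLA1 so polarization falls; 0% = enzyme with DMSO and 100% = wells lacking LYPLA1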
Target sequence (O75608 whole entry, looked up): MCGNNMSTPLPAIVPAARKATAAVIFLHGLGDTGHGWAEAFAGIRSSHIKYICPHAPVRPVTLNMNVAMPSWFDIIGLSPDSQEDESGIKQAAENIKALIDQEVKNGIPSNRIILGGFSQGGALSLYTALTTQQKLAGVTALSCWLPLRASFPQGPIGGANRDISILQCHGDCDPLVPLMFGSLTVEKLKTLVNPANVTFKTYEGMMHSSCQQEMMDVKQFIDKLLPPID
PAFAH1B2 inh: blocks human PAF acetylhydrolase 1b catalytic subunit 2 | AID 492953 | 340,000 compounds, 1.2% hits | inhibition, % at 3.39 µM | P68402 | recombinant PAFAH1B2, FP-rhodamine activity probe, fluorescence polarization;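 active = inhibition above the mean of all tested compounds plus 3 SD, cut at about 24% in these data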;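 also: 0% = enzyme with DMSO and 100% = wells lacking PAFAH1B2; many of its hits are not listed in these tables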
Target sequence (P68402 whole entry, looked up): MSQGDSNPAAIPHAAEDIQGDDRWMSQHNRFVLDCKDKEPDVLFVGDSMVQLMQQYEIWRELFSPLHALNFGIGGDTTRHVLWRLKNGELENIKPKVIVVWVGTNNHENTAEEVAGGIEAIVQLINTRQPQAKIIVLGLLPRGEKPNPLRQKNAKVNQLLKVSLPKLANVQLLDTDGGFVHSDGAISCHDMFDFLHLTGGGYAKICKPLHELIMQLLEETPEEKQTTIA
LYPLA2 inh: LYPLA2 (human) inhibition in PME1 counter-screen; inhibition, % at 5.9 µM; 320,000 compounds, 0.38% hits; AID 2177; O95372; recombinant LYPLA2, FP-Rh probe fluorescence polarization;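 active = inhibition above the screen-wide mean plus 3 SD, limit set per campaign, cut at about 26% in these data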;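 also: 0% = LYPLA2 with DMSO and 100% = wells lacking LYPLA2 enzyme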
pPAFAH FP inh: inhibitors of human plasma PAF acetylhydrolase (pPAFAH) | 330,000 compounds, 1.5% hits | inhibition, % at 3.39 µM | Q13093 | recombinant pPAFAH, FP-rhodamine probe fluorescence polarization;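 active = inhibition above the mean inhibition across the screen plus 3 SD, cut at about 25% in these data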;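 also: inhibitors block binding of the rhodamine activity-based probe so polarization drops; 0% = enzyme with DMSO and 100% = wells lacking pPAFAH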
Target sequence (Q13093 whole entry, looked up): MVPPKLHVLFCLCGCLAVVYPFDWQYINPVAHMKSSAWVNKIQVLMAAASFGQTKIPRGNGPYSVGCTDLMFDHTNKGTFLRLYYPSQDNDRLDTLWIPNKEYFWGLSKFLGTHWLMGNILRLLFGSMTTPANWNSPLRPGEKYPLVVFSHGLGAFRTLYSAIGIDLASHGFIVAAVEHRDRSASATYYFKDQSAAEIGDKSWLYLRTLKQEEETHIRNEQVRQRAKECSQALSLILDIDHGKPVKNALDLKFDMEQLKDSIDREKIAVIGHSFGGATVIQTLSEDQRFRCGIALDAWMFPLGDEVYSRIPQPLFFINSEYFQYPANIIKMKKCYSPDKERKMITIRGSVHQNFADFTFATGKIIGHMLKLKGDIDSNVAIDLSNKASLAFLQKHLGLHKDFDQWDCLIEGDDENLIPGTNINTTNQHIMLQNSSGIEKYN
PAD4 FP inh: inhibitors of human PAD4; recombinant PAD4, RCA probe fluorescence polarization; Q9UM07; 330,000 compounds, 0.41% hits; inhibition, % at 6.36 µM;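 active = percent inhibition above a cutoff equal to the mean of all tested compounds plus 3 SD, cut at about 15% in these data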;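 also: 0% = PAD4 with RCA probe and DMSO and 100% = probe without PAD4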
* marks the source's active call; other numbers are inactive results; x = not tested or not shown. Only part of the results is shown; count on the stated rates, not on these rows.

SMILES	PAFAH2 FP inh	GSTO1 inh	PME-1 primary	PAFAH1B3 FP inh	LYPLA1 counter	PAFAH1B2 inh	LYPLA2 inh	pPAFAH FP inh	PAD4 FP inh
CCN(CC)C(=O)C(C)OC(=O)COc1ccc(Cl)cc1C (configuration not stated)	3	-5	-6	-1	-2	6	5	0	-2
CCN1C(=O)c2cccc3c(S(=O)(=O)N(C(=O)c4cccnc4)c4ccc(OC)cc4)ccc1c23	-7	-3	5	-21	0	-4	2	-4	-5
CC(C)(C)c1ccc(/C=C/C(=O)O)s1	-4	2	-2	4	-3	6	2	4	-5
COCCCNC(=S)N/N=C/c1ccc(N(C)C)cc1	7	4	-5	1	1	4	0	2	-2
O=c1nc2s/c(=C\c3ccco3)c(=O)n2nc1Cc1ccc(F)cc1	4	25	-4	8	-1	0	1	40*	3
CC(=O)Nc1ccc(NC(=O)CSc2nnc(NC(=O)C3CC(=O)N(c4ccc(F)cc4)C3)s2)cc1 (configuration not stated)	2	4	4	3	3	9	6	2	-1
CCCCCCOC(=O)c1ccc(NC(=O)c2cc(OC)c(OC)c(OC)c2Br)cc1	-4	-130	-25	-13	-13	-8	-19	-5	-1
O=C(CN1C(=O)CSc2ncccc21)Nc1cccc(Cl)c1	3	-2	-4	7	-3	4	62*	3	-2
CCNC(=O)COC(=O)CCC(=O)c1ccc(F)cc1	5	6	2	6	5	1	3	-2	5
O=C1[C@H]2[C@@H](C(=O)N1c1cccc3ccccc13)C1(C(=O)c3ccccc3C1=O)N1CCC[C@@H]21	5	4	1	10	0	1	3	9	-10
CC(=O)N1CCN(S(=O)(=O)c2cccc(C(=O)Nc3cc(C(F)(F)F)ccc3N3CCOCC3)c2)CC1	-2	1	1	9	3	3	11	16	-2
CCNC(=O)CN(CCc1ccccc1)S(C)(=O)=O	2	-1	-3	5	1	2	1	0	-1
CC1CCN(C(=O)CSc2nnc(Cc3cc(=O)[nH]c(=O)[nH]3)n2-c2ccc(Cl)cc2)CC1	-1	-4	-4	5	2	2	-5	-5	3
O=C(NC(=S)Nc1ccccc1Br)C1CCCC1	4	-3	1	7	1	0	5	-2	2
CC1=C(C)C(O)N(Cc2ccccc2)C1=O (configuration not stated)	7	-1	-1	11	2	8	5	0	-2
CC1Oc2ccccc2N(Cc2ccccc2Cl)C1=O (configuration not stated)	3	-2	4	3	4	3	0	-2	-4
CCc1nccn1S(=O)(=O)c1ccc2ccccc2c1	8	7	2	2	-4	5	-5	3	1
O=C(/C=C/c1ccc2c(c1)OCCO2)c1ccccc1	x	-7	-4	x	0	x	2	0	-8
COc1cc2c(cc1OC)CN(C(=O)c1oc3ccccc3c1C)CC2	0	1	9	7	-1	1	-2	6	0
O=C(Nc1ccccc1)c1ccc(NC2CCCCC2)c(S(=O)(=O)N2CCOCC2)c1	-9	-10	-25	-12	-9	1	-11	-10	0

5 entries from above, reformatted.
| compound | PAFAH2 FP inh | GSTO1 inh | PME-1 primary | PAFAH1B3 FP inh | LYPLA1 counter | PAFAH1B2 inh | LYPLA2 inh | pPAFAH FP inh | PAD4 FP inh |
| --- | --- | --- | --- | --- | --- | --- | --- | --- | --- |
| O=c1nc2s/c(=C\c3ccco3)c(=O)n2nc1Cc1ccc(F)cc1 | 4 | 25 | -4 | 8 | -1 | 0 | 1 | 40* | 3 |
| CC(=O)Nc1ccc(NC(=O)CSc2nnc(NC(=O)C3CC(=O)N(c4ccc(F)cc4)C3)s2)cc1 (configuration not stated) | 2 | 4 | 4 | 3 | 3 | 9 | 6 | 2 | -1 |
| CCCCCCOC(=O)c1ccc(NC(=O)c2cc(OC)c(OC)c(OC)c2Br)cc1 | -4 | -130 | -25 | -13 | -13 | -8 | -19 | -5 | -1 |
| O=C(CN1C(=O)CSc2ncccc21)Nc1cccc(Cl)c1 | 3 | -2 | -4 | 7 | -3 | 4 | 62* | 3 | -2 |
| CCNC(=O)COC(=O)CCC(=O)c1ccc(F)cc1 | 5 | 6 | 2 | 6 | 5 | 1 | 3 | -2 | 5 |

The results go on:
SMILES	PAFAH2 FP inh	GSTO1 inh	PME-1 primary	PAFAH1B3 FP inh	LYPLA1 counter	PAFAH1B2 inh	LYPLA2 inh	pPAFAH FP inh	PAD4 FP inh
CN(C(=O)CSc1nnc(N)s1)c1c(N)n(Cc2ccccc2)c(=O)[nH]c1=O	7	-2	-5	1	-4	2	1	3	1
O=C(NCc1ccccc1Cl)C(=O)NCC1OCCN1S(=O)(=O)c1ccc(F)cc1 (configuration not stated)	-4	0	3	-4	0	4	1	10	-4
Cn1c(-c2ccc(F)cc2)cnc1SCC(=O)N1CCCCC1	1	2	-2	3	3	4	2	1	0
Cc1nc2ccccc2c(=O)n1Cc1ccc([N+](=O)[O-])cc1	-1	1	9	6	2	-2	7	1	0
Cc1ccn2cc(CC(=O)O)nc2c1	5	11	6	4	0	8	-3	5	-4
CC1CCCC(C)N1C(=O)Cn1cnc2cc([N+](=O)[O-])ccc2c1=O (configuration not stated)	-27	3	4	7	-3	1	11	4	-4
CN1CCc2c(sc(NC(=O)c3ccc(S(=O)(=O)N4CCc5ccccc54)cc3)c2C(N)=O)C1	x	-28	16	x	-1	x	-2	5	7
Cc1ccc(C(=O)NNC(=O)Cn2nnc3ccccc32)cc1	9	-10	10	2	4	0	1	5	-1
O=C1CC2(CCCCC2)Oc2ccc(O)cc21	2	-8	-2	14	-6	-1	0	12	-4
COC(=O)C1C(=O)NCC1c1ccccc1 (configuration not stated)	1	1	1	7	1	-3	9	1	-3
COCCn1nnnc1C(c1ccc(Cl)cc1)N1CCN(C(=O)c2ccco2)CC1 (configuration not stated)	-6	7	3	9	5	-3	0	2	0
CCN(CC)S(=O)(=O)c1ccc(OC)c(NC(=O)c2cccc([N+](=O)[O-])c2C)c1	-1	-4	3	2	-4	-3	-2	6	-3
Cc1ccc(Nc2nc(=O)c3cc([N+](=O)[O-])ccc3s2)cc1	-3	-6	-11	-6	-4	-5	-2	1	2
CCC(C)NC(=O)CC(c1ccccc1)c1cc(C)ccc1O (configuration not stated)	8	-2	0	5	-2	5	-3	6	-1
Cc1cc(C)[n+](-c2ccc(C(C)C)cc2)c2[nH]c(=O)[nH]c(=O)c12	1	0	-8	5	3	-1	6	-7	4
COc1ccc(S(=O)(=O)Nc2c(C)nn(C)c2C)cc1Br	-9	x	x	7	x	2	x	4	-4
CCC(=O)NCc1cc(-c2nn(C)c(=O)c3ccccc23)ccc1OC	7	7	5	-4	0	-1	5	2	4
CC(NC(=O)c1ccc(Br)cc1)c1ccc2c(c1)CCCC2 (configuration not stated)	-9	-4	2	3	-6	-1	-10	2	-5
Cc1cccc(C)c1NC(=O)CCCN1CC(C)OC(C)C1 (configuration not stated)	-1	-1	2	4	3	3	2	-2	1
COc1ccc(C2C(C#N)=C(N)Oc3c2oc(CO)cc3=O)cc1 (configuration not stated)	-2	-1	4	1	0	2	7	-4	1
N/C(=N\OC(=O)/C=C/c1ccccc1)c1cccnc1	12	2	6	-1	4	6	5	1	-6
Cc1cccc(NC(=O)N2CCCCCC2)c1C	2	0	-4	7	1	-2	-7	-1	-2
CCOc1ccccc1-n1nnnc1SCC(=O)Nc1cc2oc3ccccc3c2cc1OC	-16	4	-12	-7	0	-3	9	9	3
COc1ccc(C)cc1NC(=O)c1sc2ncnc(N3CCN(c4ccccn4)CC3)c2c1C	1	3	-1	-5	-1	1	-1	3	-6
CCC(C)(C)NC(=O)C(c1ccc(C)cc1)N(Cc1ccco1)C(=O)CCC(=O)Nc1nccs1 (configuration not stated)	-2	0	-3	-4	2	-2	4	-3	1
O=C(N[C@@H]1c2ccccc2CC[C@@H]1OCc1ccccc1)c1ccc(C(F)(F)F)cc1	-12	x	x	-1	x	2	x	1	-2
CCOc1ccc(NC(=O)C2CCN(S(C)(=O)=O)CC2)cc1	0	10	-4	6	1	1	-2	-1	-1
O=C(NCC1CCCO1)c1nn2c(C(F)(F)F)cc(-c3ccc(Br)o3)nc2c1Br (configuration not stated)	3	3	2	0	3	3	-3	1	-3
Cc1cccc(NC(=O)c2ccccc2NC(=O)C2CCCCC2)c1C	-4	1	-4	1	-3	0	-1	2	-4
CCC(C(=O)NC(C)CCc1ccco1)n1nc(C)n2c(cc3occc32)c1=O (configuration not stated)	8	0	-2	5	0	0	2	5	1
O=C1CCC(C(=O)OCc2nnc(-c3ccccc3)o2)=NN1	1	5	-4	4	3	4	4	7	2
COc1ccc(C(=O)CNc2ccc(C)cc2C)cc1	1	0	2	5	3	4	-3	-1	2
COc1cccc(C(=O)CC(=O)C(=O)Nc2ccc([N+](=O)[O-])cc2C)c1	7	7	0	2	1	-36	4	4	-10
O=S(=O)(c1ccccc1)C(/C=N\O)/C=C/c1ccccc1 (configuration not stated)	2	10	3	7	2	4	7	3	-8
O=C(CNS(=O)(=O)/C=C/c1ccccc1)OC1CCOC1=O (configuration not stated)	-2	4	-2	-5	0	7	0	1	-1
O=C(NCC1CCCCC1)C1CCC(=O)N(CCc2cccc(F)c2)C1 (configuration not stated)	-4	5	3	6	2	4	7	2	2
CNC(=O)c1ccccc1NC(=O)c1ccc(C)c(S(=O)(=O)N2CCCCC2)c1	-12	-3	0	0	-3	1	-1	2	1
CCc1nc2sc(C)c(C)c2c(=O)n1CCO	-2	9	-7	14	-4	2	-6	6	-4
CSCCC(NS(=O)(=O)c1ccccc1F)C(=O)N1CCCCCC1 (configuration not stated)	9	1	4	0	-2	4	-7	5	2
Clc1ccc(-c2nc3ccccn3c2CN2CCCCC2)cc1	3	-1	4	1	1	4	0	5	-3
COc1cc(/C=C2/C(=N)N3C(SC)=NSC3=NC2=O)ccc1OC(=O)c1ccco1	-2	-11	2	4	-1	6	1	9	-5
COc1ccc(C(=O)Nc2ccccc2C(=O)Nc2ccncc2)cc1	16	-1	-1	7	-5	6	-6	-8	0
COc1ccc(C2C(C(C)=O)=C(C)N=c3s/c(=C\c4ccco4)c(=O)n32)c(OC)c1 (configuration not stated)	5	13	-10	-4	-4	5	-7	16	-19
O=C(Cc1csc(-c2ccccc2)n1)NCc1ccccc1F	x	-1	1	x	0	x	-3	-5	-6
O=C(CN(Cc1ccccc1F)S(=O)(=O)c1ccc(Cl)cc1)NCC1CCCO1 (configuration not stated)	0	-2	-2	7	-1	8	2	6	-4
O=C(C1Cc2ccccc2CN1S(=O)(=O)c1ccccc1[N+](=O)[O-])N1CCOCC1 (configuration not stated)	-2	x	x	22	x	5	x	0	0
O=C(NCCO)c1cccc2c1C(=O)c1ccccc1-2	0	3	1	5	-3	3	1	-2	6
Cc1cccc(-c2nnc(NC(=O)c3cccs3)s2)c1	3	-21	-2	-3	-2	5	-2	-3	0
O=C(CCNS(=O)(=O)c1ccc(Br)cc1)NC1CCC(O)CC1 (configuration not stated)	-4	x	5	-1	-1	8	-2	0	-3
COc1ccc(N(CC(=O)NCCSc2ccccc2)S(=O)(=O)c2ccccc2)cc1	-7	3	4	0	-5	1	-1	3	-2
CCN(CC)CCOC(=O)c1ccc(NC(=O)CCCN2C(=O)/C(=C\c3cccs3)SC2=S)cc1	5	8	3	9	-8	-1	-8	3	-6
COCCN(C(=O)CSc1nnc(-c2ccccc2F)n1C)c1c(N)n(Cc2ccccc2)c(=O)[nH]c1=O	2	0	-4	1	-1	1	-5	0	-6
O=C(NCC(c1ccco1)N1CCc2ccccc2C1)c1ccc(F)cc1 (configuration not stated)	6	5	-1	-4	2	3	0	8	0

Bioassay records: PubChem, The Scripps Research Institute Molecular Screening Center
